S1P4 ag – S1P4 receptor agonists, primary screen, cell-based; actives 0.35% (n = 220,000); AID 1509, 2009; Sphingosine 1-phosphate receptor 4 (Homo sapiens), O95977; S1P4-expressing cell line, agonist reporter assay; activation, % at 4.98 µM; in the data active = activation above about 11%;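 note: 0% = DMSO vehicle and 100% = reference agonist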
NPY-Y1 antag – NPY-Y1 receptor antagonists, primary screen, cell-based; Neuropeptide Y receptor type 1 (Homo sapiens), P25929; HEK293-CNG Y1 cells, membrane potential fluorescence; NPY at EC95, then isoproterenol; inhibition, % at 3.6 µM; actives 1% (n = 200,000);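 active = inhibition above the campaign mean inhibition of all tested compounds plus 3 SD, cut at about 20% in these data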;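 note: 0% = DMSO wells given NPY plus isoproterenol and 100% = isoproterenol alone without NPY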
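Test system – HEK293 Y1/CNG channel cell line · Also added – NPY agonist 25 nM, then isoproterenol 1 µM plus Ro 20-1724 25 µM · Compound dosing – one concentration, 3.6 µM, in 0.4% DMSO · Schedule – compound incubation 1 h at room temperature, readout 45 min post-stimulation · Technique – fluorescence, membrane potential probe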
NPY-Y1 PAM-ag – NPY-Y1 receptor potentiators or agonists, primary screen, cell-based; NPY-Y1 expressing cells, potentiator/agonist activation; activation, % at 3.6 µM; AID 1304, 2008; Neuropeptide Y receptor type 1 (Homo sapiens), P25929; actives 0.37% (n = 220,000); in the data active = activation above about 33%, passing the limit was not always enough;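 note: cells stimulated with NPY at EC10 then isoproterenol at EC100; 0% = low agonist plus stimulus and 100% = saturating agonist plus stimulus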
NPY-Y2 PAM-ag – NPY-Y2 potentiators or agonists, primary screen, cell-based | Neuropeptide Y receptor type 2 (Homo sapiens), P49146 | cells expressing NPY-Y2, potentiator/agonist read-out | activation, % at 3.6 µM | actives 0.45% (n = 220,000) | AID 1359, 2008; in the data active = activation above about 27%;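 note: cells stimulated with NPY near EC25 plus isoproterenol at EC100; 0% = vehicle plus submaximal agonist and 100% = vehicle plus saturating agonist; some results beyond the cut were filed as inactive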
p97 inhibitor – inhibitors of human p97 ATPase, primary screen, biochemical; inhibition, % at 8 µM; Transitional endoplasmic reticulum ATPase (Homo sapiens), P55072; actives 0.42% (n = 220,000); recombinant p97 ATPase, Kinase-Glo ATP luminescence, 3 h; in the data active = inhibition above about 15%;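 note: 0% = DMSO vehicle and 100% = wells lacking enzyme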
Target sequence (P55072 whole entry, looked up): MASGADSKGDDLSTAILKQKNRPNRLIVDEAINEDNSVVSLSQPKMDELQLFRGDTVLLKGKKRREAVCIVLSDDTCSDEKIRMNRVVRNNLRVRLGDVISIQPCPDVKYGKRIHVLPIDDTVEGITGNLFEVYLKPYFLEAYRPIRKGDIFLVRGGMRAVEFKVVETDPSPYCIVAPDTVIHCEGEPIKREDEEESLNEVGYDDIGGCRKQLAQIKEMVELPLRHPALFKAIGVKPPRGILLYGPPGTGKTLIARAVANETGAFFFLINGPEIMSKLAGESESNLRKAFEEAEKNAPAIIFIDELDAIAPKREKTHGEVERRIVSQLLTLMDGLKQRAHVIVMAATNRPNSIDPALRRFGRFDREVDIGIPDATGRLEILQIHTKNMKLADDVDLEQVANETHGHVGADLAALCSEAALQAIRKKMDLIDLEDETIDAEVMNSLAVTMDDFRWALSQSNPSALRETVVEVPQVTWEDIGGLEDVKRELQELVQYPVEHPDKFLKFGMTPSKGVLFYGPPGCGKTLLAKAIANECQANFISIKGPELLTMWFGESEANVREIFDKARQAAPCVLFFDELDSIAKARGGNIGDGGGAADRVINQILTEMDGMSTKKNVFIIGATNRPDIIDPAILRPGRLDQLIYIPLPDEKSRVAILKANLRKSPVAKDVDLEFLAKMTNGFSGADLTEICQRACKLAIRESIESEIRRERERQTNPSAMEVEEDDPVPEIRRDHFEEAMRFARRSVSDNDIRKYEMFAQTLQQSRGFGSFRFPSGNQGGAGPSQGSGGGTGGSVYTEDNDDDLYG
EP2 modulator – EP2 receptor modulators, cAMP readout, primary screen, cell-based, HTRF cAMP, PGE2 stimulation; EP2-expressing cells, cAMP HTRF FRET, PGE2 co-stimulation; induction, % at 25 µM; actives 0.83% (n = 260,000);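 active = compounds whose cAMP rise, as percent of the full-agonist control response, exceeds 60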;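 note: rat C6 glioma line stably carrying human EP2 under a CMV promoter; the protocol text gives 20 µM as final concentration; 100% = response of wells given 1 µM PGE2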
S1P4 antag – S1P4 receptor antagonists, primary screen, cell-based; Sphingosine 1-phosphate receptor 4 (Homo sapiens), O95977; S1P4-expressing cells, antagonist mode, reporter read-out; inhibition, % at 4.98 µM; actives 0.26% (n = 220,000); in the data active = inhibition above about 29%;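 note: 0% = wells stimulated with agonist and 100% = vehicle wells without agonist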
eIF4E 4G PPI – eIF4E–eIF4G protein interaction inhibitors, primary screen, biochemical, uHTS, TR-FRET, eIF4GI fragment. inhibition, % at 21.7 µM. AID 782, 2007. TR-FRET eIF4E-eIF4GI(517-606) binding, 2 h. Eukaryotic translation initiation factor 4E (Mus musculus) + Eukaryotic translation …. actives 0.37% (n = 220,000);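 active = inhibition above about 30%, limit read from the data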;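 note: 0% = full FRET control wells and 100% = background wells lacking eIF4GI fragment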
PGE2 EP2 inh – human EP2 receptor antagonists, primary screen, TR-FRET cAMP, C6 glioma cells; Prostaglandin E2 receptor EP2 subtype (Homo sapiens), P43116; C6 glioma cells expressing human EP2; cells stimulated with saturating PGE2; inhibition, % at 25 µM; actives 0.52% (n = 260,000); AID 1422, 2008;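 active = percent inhibition above 40 after rounding to a whole number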;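 note: rat C6 glioma host cells with rolipram phosphodiesterase inhibitor present; the protocol text gives 20 µM as final concentration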
* = called active by the depositor; . = no result given; & = joins results of further samples; [ ] = remark or other dose.

1. CC(C)CCNC(=O)NC(=O)CSc1nnc2ccccn12
2. Cc1c(Cl)cn2c(=O)cc(CN(C)Cc3nc4ccccc4c(=O)[nH]3)nc2c1Cl
3. c1ccc(Cn2c(SCc3cn4cccnc4n3)nnc2-c2ccco2)cc1
4. CCOC(=O)CCCCC(=O)c1[nH]c(=O)[nH]c1CSc1nnc2c3cc(Br)ccc3n(C)c2n1
5. COc1ccc(CCNC(=O)c2c(O)c3c([nH]c2=O)CCCC3)cc1
6. COc1ccccc1CNC(=O)c1ccc(CS(=O)(=O)c2ccccc2OC)o1
7. COc1ccc(C(=O)NNC(=S)NC(=O)c2ccco2)cc1
8. CCc1nc(N[C@@H](Cc2c[nH]c3ccccc23)C(=O)O)c2oc3ccccc3c2n1
9. COc1cccc(C(=O)Nc2ccc(N3CCN(Cc4ccccc4)CC3)cc2)c1
10. O=C1CCCN1c1ccc(S(=O)(=O)Oc2ccc(Cl)cc2)cc1[N+](=O)[O-]

Compound,1,2,3,4,5,6,7,8,9,10
S1P4 ag,-1.2,1.1,1.2,-0.3,1.7,1.5,0.5,-0.1,2.9,-3.1
NPY-Y1 antag,-6,0,1,8,4,-3,3,3,0,3
NPY-Y1 PAM-ag,-1,-13,-7,9,-1,-17,0,-4,23,33
NPY-Y2 PAM-ag,-10,9,-23,2,-22,-10,-13,-14,4,12
p97 inhibitor,3,-1,3,4,-2,-2,-3,8,-8,-5
EP2 modulator,2,3,.,16,7,-18,2,-31,-29,-38
S1P4 antag,5,-14,-15,-6,-8,-9,-11,-13,-22,-12
eIF4E 4G PPI,5,1,.,-4,-2,1,-4,2[fluorescence artefact?],-7,-1
PGE2 EP2 inh,8,-1,12,7,6,0,10,2,36,16

Next section; it opens with the 2 that closed the last part.
9. COc1cccc(C(=O)Nc2ccc(N3CCN(Cc4ccccc4)CC3)cc2)c1
10. O=C1CCCN1c1ccc(S(=O)(=O)Oc2ccc(Cl)cc2)cc1[N+](=O)[O-]
11. O=C(Nc1ccccc1C(=O)NC(Cc1c[nH]c2ccccc12)C(=O)O)c1ccco1 (stereo not given)
12. Cc1ccc(-c2nc(CS(=O)CC(=O)N3CCN(c4ncccn4)CC3)c(C)o2)cc1 (stereo not given)
13. COc1ccc(N(C)C(=O)c2oc(=O)c3ccccc3c2-c2ccc(C)cc2)c(OC)c1
14. Cc1cc(C)nc(NC(=S)Nc2ccccc2)n1
15. Cc1ccccc1Nc1nc(-c2sc(NC(=O)c3ccco3)nc2C)cs1
16. O=C1c2ccccc2C(=O)N1CCc1c[nH]c2ccc(O)cc12
17. Cc1nn(Cc2ccccc2)c(C)c1C(=O)OCC(=O)c1cc(C)n(CC(F)(F)F)c1C
18. CCCCCn1c(N)c(C#N)c2nc3ccccc3nc21
19. COc1cc(NC(=O)CN2CCC(Cc3ccccc3)CC2)c(C)cc1[N+](=O)[O-]
20. O=S(=O)(c1ccc(NCCc2c[nH]c3ccccc23)nc1)N1CCOCC1

Compound,9,10,11,12,13,14,15,16,17,18,19,20
S1P4 ag,2.9,-3.1,-0.3,-0.7,-0.2,0.3,-0.7,-0.2,1.7,3.5,0.2,2.2
NPY-Y1 antag,0,3,-3,-3,.,4,3,1,-6,0,0,0
NPY-Y1 PAM-ag,23,33,8,-1,-37,-9,8,-15,3,11,1,14
NPY-Y2 PAM-ag,4,12,6,9,-59,1,11,-12,18,2,-6,2
p97 inhibitor,-8,-5,5,-3,-9,5,3,6,-1,0,4,1
EP2 modulator,-29,-38,-8,7,34,31,-9,-13,-16,-5,0,-14
S1P4 antag,-22,-12,8,-23,13,-7,-2,2,-37,-5,-15,-22
eIF4E 4G PPI,-7,-1,-5,11,4,0,-34,-1,0,-2[fluorescence artefact?],-5,-2
PGE2 EP2 inh,36,16,11,.,9,6,12,1,16,11,5,3

21. CCOC(=O)N1CCN(C(=O)C2CCN(S(C)(=O)=O)CC2)CC1
22. c1ccc(CCn2nnc3ccccc32)cc1
23. COc1ccccc1NCCC#N
24. CN1CCN(S(=O)(=O)c2cccc(C(=O)NC3CCCc4ccccc43)c2)CC1 (stereo not given)
25. O=C(NC1CCN(Cc2ccccc2)CC1)c1ccc(N2CC3CC(C2)c2cccc(=O)n2C3)c([N+](=O)[O-])c1 (stereo not given)
26. COCCNCCCOc1ccc(Cl)cc1Br
27. COc1ccc(S(=O)(=O)N2CCC(C(=O)Nc3ccccc3C)CC2)c2cccnc12
28. Cc1cc(C)cc(NC(=O)CSc2nc3ccncc3[nH]2)c1
29. O=[N+]([O-])c1cc(Cl)ccc1N1CCOCC1
30. C[C@H](NC(=O)Cc1cccc2ccccc12)C(=O)N1CCCN(C)CC1

Compound,21,22,23,24,25,26,27,28,29,30
S1P4 ag,3.5,1.9,0.5,1.1,0.3,0.8,-2.8,-0.5,2.1,0.9
NPY-Y1 antag,-3,.,14,-1,1,1,3,4,-1,-3
NPY-Y1 PAM-ag,2,21,9,0,7,-13,2,-21,2,-12
NPY-Y2 PAM-ag,-5,4,7,9,6,-13,13,-13,2,8
p97 inhibitor,5,5,-5,3,2,4,3,2,4,-5
EP2 modulator,-1,5,-5,3,4,1,-14,-3,-33,14
S1P4 antag,-16,-13,-7,-14,-11,4,3,-9,10,-7
eIF4E 4G PPI,1,-2,0[fluorescence artefact?],0,-1,1,-10,-2,-5,1
PGE2 EP2 inh,16,11,11,.,4,10,9,10,6,1

31. CCOC(=O)c1ccc(NC(=O)COc2ccc(S(=O)(=O)NC(C)C)cc2)cc1
32. COc1cc(OC)cc(C(=O)NCC(=O)OCC(=O)c2cc(C)n(Cc3ccco3)c2C)c1
33. Cc1onc(-c2c(F)cccc2Cl)c1C(=O)OCC(=O)NC(N)=O
34. O=C(CN1C(=O)NC2(CCCC2)C1=O)N1CCN(C(=O)c2ccco2)CC1
35. O=C(CCNS(=O)(=O)c1ccc(Cl)cc1)NCc1cccnc1
36. Cc1ccc(S(=O)(=O)N2CCC(N3CCCCCC3)CC2)cc1
37. CCSc1nnc(Cn2c(=O)sc3ccccc32)n1-c1ccc(OC)cc1
38. CCc1ccc(OCc2n[nH]c(=S)n2Cc2ccccc2)cc1
39. Cc1ccc(C)c(SCC(=O)NC(=O)NCc2ccccc2)c1
40. CCN(CC)C(=O)c1cc([N+](=O)[O-])cc2c1-c1ccc([N+](=O)[O-])cc1C2=C(C#N)C#N

Compound,31,32,33,34,35,36,37,38,39,40
S1P4 ag,-0.9,-0.8,0.4,0.0,-0.6,0.8,0.4,0.5,1.0,-0.1
NPY-Y1 antag,-9,6,-8,2,0,4,3,-4,3,.
NPY-Y1 PAM-ag,18,-26,1,-13,-18,9,7,4,-1,19
NPY-Y2 PAM-ag,0,-20,-7,-5,-2,4,-2,-9,-8,9
p97 inhibitor,0,-6,4,-2,-5,5,4,0,-1,8
EP2 modulator,16,28,-20,-7,16,-4,2,31,42,-46
S1P4 antag,-11,-13,-12,-3,3,-6,-14,-13,-6,9
eIF4E 4G PPI,-5,-2,1,7,1[fluorescence artefact?],-2,1[fluorescence artefact?],-4,1[fluorescence artefact?],7
PGE2 EP2 inh,16,5,4,7,5,1,2,4,16,15

41. CCN(CC)S(=O)(=O)c1ccc(C(=O)NNC(=O)c2cccs2)cc1
42. CCOc1cccc(/C=C/c2ccc3ccccc3n2)c1OC(C)=O
43. O=C(CCc1ccccc1)Nc1cc(Cl)ccc1O
44. C[N+](C)=C1SCC(C)(/C=N/O)S1 (stereo not given)
45. Cc1cccc(C(=O)O/N=C2\CCCc3ccccc32)c1
46. CC(C)Sc1nc2c(c(=O)[nH]c(=O)n2C)n1C
47. Cc1cc(C(=O)COC(=O)c2nccnc2N)c(C)n1C
48. Clc1ccc(-c2cc(-c3nnc4n3CCCCC4)c3ccccc3n2)cc1
49. O=C1C2C3CC(C(Br)C3Br)C2C(=O)N1CC1CCCO1 (stereo not given)
50. O=C(N/N=C/c1ccncc1)c1ccc(NS(=O)(=O)c2cccs2)cc1

Compound,41,42,43,44,45,46,47,48,49,50
S1P4 ag,4.5,1.6,-1.6,-0.2,-0.6,0.2,0.0,0.7,0.5,0.6
NPY-Y1 antag,-3,7,7,.,1,2,3,-5,.,2
NPY-Y1 PAM-ag,13,-10,5,10,2,-26,-1,11,-4,-7
NPY-Y2 PAM-ag,1,-12,0,-13,-4,-19,10,-6,-7,-1
p97 inhibitor,6,0,0,1,-2,2,-3,0,3,-1
EP2 modulator,10,-32,-4,30,55,26,7,20,4,12
S1P4 antag,-9,-10,-6,-4,-4,-17,-13,-10,-8,-24
eIF4E 4G PPI,6,0,-3,-2,-1,3,0,1,-7,-4
PGE2 EP2 inh,3,8,5,7,2,11,9,6,5,5

3 entries drawn at random from those above:
25. O=C(NC1CCN(Cc2ccccc2)CC1)c1ccc(N2CC3CC(C2)c2cccc(=O)n2C3)c([N+](=O)[O-])c1 (stereo not given)
10. O=C1CCCN1c1ccc(S(=O)(=O)Oc2ccc(Cl)cc2)cc1[N+](=O)[O-]
32. COc1cc(OC)cc(C(=O)NCC(=O)OCC(=O)c2cc(C)n(Cc3ccco3)c2C)c1

Compound,25,10,32
S1P4 ag,0.3,-3.1,-0.8
NPY-Y1 antag,1,3,6
NPY-Y1 PAM-ag,7,33,-26
NPY-Y2 PAM-ag,6,12,-20
p97 inhibitor,2,-5,-6
EP2 modulator,4,-38,28
S1P4 antag,-11,-12,-13
eIF4E 4G PPI,-1,-1,-2
PGE2 EP2 inh,4,16,5

Later entries:
51. COc1cccc(C2CC(c3cccc(Br)c3)n3ncnc3N2)c1 (stereo not given)
52. Cc1onc(-c2c(F)cccc2Cl)c1C(=O)Nc1cccc(Cn2cccn2)c1
53. CCC(C)(C)NC(=O)C(c1ccccn1)N(C(=O)c1csnn1)c1ccccc1 (stereo not given)
54. COc1ccc(NC(=O)CCNC(=O)Cn2cnc3ccccc3c2=O)c(OC)c1
55. CCCCOc1ccccc1C1C(C(=O)OC)=C(C)N(C)C(C)=C1C(=O)OC
56. O=C(c1ccc2c(=O)n(-c3ccccc3)c(=O)[nH]c2c1)N1CCN(c2ccc(F)cc2)CC1

Compound,51,52,53,54,55,56
S1P4 ag,-0.9,0.9,2.2,1.4,-0.3,-2.9
NPY-Y1 antag,2,6,2,5,10,-3
NPY-Y1 PAM-ag,-9,-16,2,-13,-12,15
NPY-Y2 PAM-ag,-4,13,-12,15,-10,24
p97 inhibitor,-1,1,-2,4,-4,2
EP2 modulator,-61,13,-2&12,35,94*,2
S1P4 antag,-6,-17,-1,-8,-5,-2
eIF4E 4G PPI,0,-1,-1,3[fluorescence artefact?],0,1
PGE2 EP2 inh,6,2,8&10,13,13,5

A portion of the library; rates above refer to the full screens.
